Source: PubChem BioAssay (National Center for Advancing Translational Sciences (NCATS))
TRHR agonist = TRH receptor (human) agonism. TRHR cells, calcium flux fluo-8, FDSS agonist mode. actives 0.18% (n = 360,000). activation, % at 2 µM. AID 493084; in the data active = activation above about 30%; also: 0% is about no effect
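In this calcium-flux screen, cells bearing human TRHR are dye-loaded with fluo-8, baselined for 10 cycles, then exposed to library compounds; positive kinetic calcium responses during the agonist phase mark hits, with TRH as control.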
D2 antagonist = antagonists of human D2 dopamine receptor; HEK293 TREx D2 cells, calcium flux, dopamine EC80; actives 2% (n = 340,000); P14416; AID 485344; inhibition, % at 10 µM; in the data active = inhibition above about 30%; also: 0% is about no effect
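Tetracycline-induced HEK293 T-REx cells expressing D2 force-coupled to calcium signalling were dye-loaded, exposed to compound for 180 s, then challenged with an EC80 of dopamine; calcium flux was followed kinetically for a further 180 s.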
rTrxR1 inhibitor = blocks rat thioredoxin reductase 1. O89049. recombinant rTrxR1, NADPH fluorescence consumption, selenite substrate. Potency, µM (top dose mostly 114 µM), for the others: at the highest dose activity change, negative = inhibition, actives largely listed as inhibitors. actives 1% (n = 390,000). AID 588453; also: potency is read from the fitted curve at half-maximal effect; % is scaled to controls: 0 for no effect and ±100 for the full control effect; nearly all actives have a fitted effect of over 65% in size
Target sequence (O89049 whole entry, looked up): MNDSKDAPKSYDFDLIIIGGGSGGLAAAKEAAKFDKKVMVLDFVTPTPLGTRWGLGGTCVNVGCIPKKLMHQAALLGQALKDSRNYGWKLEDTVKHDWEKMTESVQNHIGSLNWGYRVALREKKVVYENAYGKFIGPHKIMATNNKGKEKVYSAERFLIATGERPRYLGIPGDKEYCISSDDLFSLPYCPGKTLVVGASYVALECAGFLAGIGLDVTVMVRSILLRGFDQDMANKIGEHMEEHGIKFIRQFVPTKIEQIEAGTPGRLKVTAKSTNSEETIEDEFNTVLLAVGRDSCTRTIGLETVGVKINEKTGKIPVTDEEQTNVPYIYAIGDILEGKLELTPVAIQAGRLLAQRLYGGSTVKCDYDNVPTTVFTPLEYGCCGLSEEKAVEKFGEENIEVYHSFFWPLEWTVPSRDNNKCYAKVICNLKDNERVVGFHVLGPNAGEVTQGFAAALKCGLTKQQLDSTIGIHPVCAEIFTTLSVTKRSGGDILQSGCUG
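Rat TrxR1 (90 nM in the dispensed reagent) was pre-reduced with 400 uM NADPH for 5 min at room temperature, then incubated with compound for 15 min. After 400 uM selenite was added, NADPH fluorescence (Ex 340/Em 450 nm) was followed for 8 min.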
TRHR PAM = TRH receptor (human) allosteric enhancement; P34981; TRHR cells, fluo-8 calcium fluorescence, EC20 TRH enhancement; enhancement, % at 2 µM; actives 0.66% (n = 360,000); in the data active = enhancement above about 30%; also: 0% is about no effect
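Enhancer read-out: after compound pinning and an initial kinetic agonist-mode read, an EC20 of TRH (10 nM final) was injected and fluo-8 calcium signal (Ex 480/Em 530) followed at 1 s/cycle for 100 cycles in TRHR-expressing cells.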
D2 ag = D2 dopamine receptor (human) agonism. actives 0.53% (n = 340,000). activation, % at 2 µM. HEK293 T-REx D2 cells, calcium flux agonist mode. P14416;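 active = activation over 3 SD above normal in the single-dose calcium agonist read, cut at about 30% in these data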; also: 0% is about no effect
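Tetracycline-induced HEK293 T-REx cells with force-coupled D2 receptor, plated overnight at 30 C, loaded with no-wash calcium dye. After a 10 s baseline, compound was pin-added and calcium flux read kinetically for 180 s; calcium rises flagged agonists.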
TrxR1 substrate = is turned over as a substrate by rat TrxR1. Potency, µM (titrated, usually from 114 µM), inactives show at the top dose activity change, negative = substrate turnover. purified TrxR1 substrate turnover, NADPH consumption readout. actives 0.01% (n = 390,000); also: potency is read from the fitted curve at half-maximal effect; % is scaled to controls: 0 for no effect and ±100 for the full control effect; nearly all actives have a fitted effect of over 50% in size
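Rat TrxR1, dispensed at 90 nM, was prereduced with 400 uM NADPH (final) for 5 min at ~22 deg C, then incubated with compound 15 min before 400 uM selenite. A first-read NADPH fluorescence drop versus no-compound background flagged substrates.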
Pin1 inh = blocks the human prolyl isomerase Pin1; Q13526; Pin1 FP peptide displacement, HiFluor488, 10 min; Potency, µM (series often up to 115 µM), without a hit: at the highest dose activity, negative = inhibition, most hits filed as inhibitors; actives 0.009% (n = 390,000); AID 504891; active = well fitted inhibition curve with a large enough effect in the polarisation, with a control signal flat, not every such curve was filed as active; inconclusive = small, poorly fitted or top-dose-only effect, or effect the other way, or a change in a side signal; inactive = no such curve, though single readings can be large or run the other way; the % refers to the polarisation; also: potency is read from the fitted curve at half-maximal effect; % is scaled to controls: 0 for no effect and ±100 for the full control effect
Target sequence (Q13526 whole entry, looked up): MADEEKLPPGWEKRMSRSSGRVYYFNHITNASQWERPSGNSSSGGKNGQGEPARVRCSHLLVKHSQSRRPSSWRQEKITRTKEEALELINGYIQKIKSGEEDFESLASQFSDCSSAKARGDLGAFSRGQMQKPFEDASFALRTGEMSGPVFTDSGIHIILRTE
mIDH1 inhibitor = inhibitors of human mutant IDH1 R132H; actives 0.093% (n = 390,000); Potency, µM (doses to about 76.6 µM), for the others: at the top dose activity change, negative = inhibition, most hits filed as inhibitors; IDH1-R132H enzyme, NADPH consumption, diaphorase/resazurin fluorescence; AID 602179; O75874; also: potency is read from the fitted curve at half-maximal effect; % is scaled to controls: 0 for no effect and ±100 for the full control effect; nearly all actives have a fitted effect of over 65% in size
Target sequence (O75874 whole entry R132H, stated change not applied): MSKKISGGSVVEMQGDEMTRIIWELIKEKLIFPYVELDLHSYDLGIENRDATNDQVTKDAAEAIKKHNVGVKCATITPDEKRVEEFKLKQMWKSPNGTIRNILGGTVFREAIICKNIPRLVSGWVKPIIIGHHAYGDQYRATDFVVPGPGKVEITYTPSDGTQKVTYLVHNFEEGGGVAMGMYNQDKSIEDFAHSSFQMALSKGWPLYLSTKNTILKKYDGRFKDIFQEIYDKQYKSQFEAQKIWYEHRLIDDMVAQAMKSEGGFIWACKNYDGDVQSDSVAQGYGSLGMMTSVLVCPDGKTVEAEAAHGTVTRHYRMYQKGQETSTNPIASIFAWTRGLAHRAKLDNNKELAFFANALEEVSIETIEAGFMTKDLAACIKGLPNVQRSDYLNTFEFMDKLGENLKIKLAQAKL
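IDH1-R132H (0.5 ug/mL dispensed) in pH 7.5 Tris buffer was preincubated 30 min with compound, then given a substrate mix of 0.016 mM NADPH and 2 mM alpha-KG for 80 min at room temperature; remaining NADPH was read by diaphorase/resazurin fluorescence.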
USP1-UAF1 inh = inhibitors of human USP1/UAF1 deubiquitinase. O94782. recombinant USP1/UAF1, Ub-Rhodamine cleavage fluorescence. Potency, µM (titrated, usually from 57.1 µM), for inactives: top-dose activity change, negative = inhibition, most hits filed as inhibitors. actives 0.23% (n = 390,000). AID 743255; also: potency is read from the fitted curve at half-maximal effect; % is scaled to controls: 0 for no effect and ±100 for the full control effect; nearly all actives have a fitted effect of over 60% in size; inactives centre near -12
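High-throughput fluorogenic screen: 1nM USP1/UAF1 complex, Ub-Rho substrate 150nM final, 50mM HEPES pH 7.8 with 0.5mM EDTA, 0.1 mg/ml BSA, 1mM TCEP and 0.01% Tween-20.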
Active calls of the source: *; [ ] = dose if it differs, or a comment. Unless noted, calls follow the shape of the dose curve; as a rule, active = well fitted inhibition curve with a large enough effect; inconclusive = small, poorly fitted or top-dose-only effect; inactive = no such curve, though single readings can be large or run the other way. This is a subset. The share of hits here may be higher or lower than overall.

COc1ccccc1-n1c(=S)sc2c(=O)n(Cc3ccco3)c(SC)nc21 was read as TRHR agonist 0.2, D2 antagonist -3, rTrxR1 inhibitor 3%, TRHR PAM -2, D2 ag 0.0, TrxR1 substrate 1%, Pin1 inh 0%, mIDH1 inhibitor 0% and USP1-UAF1 inh -12%.
O=C(CNc1ccccc1N1CCCC1=O)Nc1cc(C(F)(F)F)ccc1-n1cncn1 was read as TRHR agonist 0.0, D2 antagonist -6, rTrxR1 inhibitor 16%, TRHR PAM 2, D2 ag 0.4, TrxR1 substrate 7%, Pin1 inh 3%, mIDH1 inhibitor 2% and USP1-UAF1 inh -10%.
CN(C)c1ccc(N2CC(C)(C)C2=O)cc1 was read as TRHR agonist 0.1, D2 antagonist 12, rTrxR1 inhibitor 5%[57.1 µM], TRHR PAM -3, D2 ag 0.3, TrxR1 substrate -3%[57.1 µM], Pin1 inh -6%, mIDH1 inhibitor 10% and USP1-UAF1 inh -25%.
For CCOc1cccc(-c2nnc(SCC(=O)Nc3ccc(OC)c(OC)c3)n2N)c1 the results were TRHR agonist -0.2, D2 antagonist 11, rTrxR1 inhibitor 18%, TRHR PAM -1, D2 ag -1.3, TrxR1 substrate 4%, Pin1 inh 2%, mIDH1 inhibitor 3% and USP1-UAF1 inh -8%.
Screening C=CCn1c(C)cc(C(=O)COC(=O)c2ccc(N)c([N+](=O)[O-])c2)c1C returned TRHR agonist 0.1, rTrxR1 inhibitor 6%, TRHR PAM 7, TrxR1 substrate -2%, Pin1 inh 4%, mIDH1 inhibitor 3% and USP1-UAF1 inh -17%.
Screening CCOc1cccc(C2c3[nH]c4ccccc4c3CCN2C(=O)CSc2ccccc2)c1 (centres undefined) returned TRHR agonist -0.3, rTrxR1 inhibitor 17%[57.1 µM], TRHR PAM -3, D2 ag -0.4, TrxR1 substrate -4%[57.1 µM], Pin1 inh 13%, mIDH1 inhibitor -6% and USP1-UAF1 inh -15%.
`CC1CN(S(=O)(=O)c2cccc(-c3cn4cccnc4n3)c2)CC(C)O1` (centres undefined) gave TRHR agonist -0.4, D2 antagonist -14, TRHR PAM -7 and D2 ag -0.1.
CC(=O)Nc1ccc(S(=O)(=O)NC2(C(F)(F)F)NC(=O)N(Cc3ccccc3)C2=O)cc1 (centres undefined) was read as TRHR agonist 0.3, D2 antagonist -16, rTrxR1 inhibitor -11%, TRHR PAM 4, D2 ag 0.1, TrxR1 substrate -2%, Pin1 inh -12%, mIDH1 inhibitor 6% and USP1-UAF1 inh -12%.
Screening CC(=O)Nc1ccc(-c2nnc(SCc3ccccc3C#N)n2C)cc1 returned TRHR agonist -0.5, D2 antagonist -5, rTrxR1 inhibitor -10%, TRHR PAM 0, D2 ag 0.5, TrxR1 substrate -3%, Pin1 inh -7%, mIDH1 inhibitor 4% and USP1-UAF1 inh -20%.
Screening CC(=O)Nc1nc2cc([N+](=O)[O-])ccc2s1 returned TRHR agonist -0.1, D2 antagonist -6, rTrxR1 inhibitor 11%, TRHR PAM 1, D2 ag -0.1, TrxR1 substrate 1%, Pin1 inh -1%, mIDH1 inhibitor -1% and USP1-UAF1 inh -14%.
CC(=O)Nc1ccc(S(=O)(=O)N[C@@H](C)C(=O)OCc2cc([N+](=O)[O-])cc3c2OCOC3)cc1 was read as TRHR agonist 0.4, D2 antagonist 3, rTrxR1 inhibitor -4%, TRHR PAM 3, D2 ag 0.8, TrxR1 substrate -4%, Pin1 inh 10%, mIDH1 inhibitor 1% and USP1-UAF1 inh -3%.
Cc1ccc2ncccc2c1 was read as TRHR agonist 0.3, D2 antagonist -7, rTrxR1 inhibitor 30%, TRHR PAM 3, D2 ag 0.4, TrxR1 substrate 7%, Pin1 inh -1%, mIDH1 inhibitor 2% and USP1-UAF1 inh -11%.
For Cc1noc(C)c1CSCC(=O)Nc1nc2ccc(S(C)(=O)=O)cc2s1 the results were TRHR agonist 0.4, D2 antagonist -37, rTrxR1 inhibitor 0%[57.1 µM], TRHR PAM 6, D2 ag 0.0, TrxR1 substrate 1%[57.1 µM], Pin1 inh 3%, mIDH1 inhibitor 10% and USP1-UAF1 inh -12%.
`O=C(NCc1cccnc1)C(=O)Nc1nc2ccccc2s1` gave TRHR agonist 0.2, D2 antagonist 5, rTrxR1 inhibitor 30%[57.1 µM], TRHR PAM 12, D2 ag 0.5, TrxR1 substrate 14%[57.1 µM], Pin1 inh -2%, mIDH1 inhibitor -9% and USP1-UAF1 inh -11%.
`COc1ccc(S(=O)(=O)c2cc3cc(C(C)(C)C)cc(O)c3oc2=O)cc1` gave TRHR agonist -0.6, rTrxR1 inhibitor 23%, TRHR PAM 21, D2 ag 0.4, TrxR1 substrate -4%, Pin1 inh inconclusive, mIDH1 inhibitor -10% and USP1-UAF1 inh -4%.
COc1ccc(C(N)=O)c(OCC(=O)Nc2cc(C)on2)c1 was read as TRHR agonist 2.0, D2 antagonist 1, rTrxR1 inhibitor 14%, TRHR PAM 3, D2 ag 0.2, TrxR1 substrate 2%, Pin1 inh -1%, mIDH1 inhibitor -3% and USP1-UAF1 inh -24%.
`O=C1S/C(=C\c2ccc(Cl)cc2)C(=O)N1CCn1cnnn1` gave TRHR agonist -0.4, D2 antagonist -1, rTrxR1 inhibitor -8%, TRHR PAM 1, D2 ag 1.2, TrxR1 substrate -14%, Pin1 inh 6%, mIDH1 inhibitor 8% and USP1-UAF1 inh -22%.
Screening O=[N+]([O-])c1ccccc1S(=O)(=O)N1CCN(Cc2ccc3c(c2)OCO3)CC1 returned TRHR agonist 0.7, D2 antagonist -25, rTrxR1 inhibitor 17%[57.1 µM], TRHR PAM -1, D2 ag 1.3, TrxR1 substrate 5%, Pin1 inh -6%, mIDH1 inhibitor -1% and USP1-UAF1 inh -9%.
For CCOc1ccc(S(=O)(=O)N(CC(=O)NCC(F)(F)F)Cc2ccco2)cc1 the results were TRHR agonist -2.5, D2 antagonist -12, rTrxR1 inhibitor 2%, TRHR PAM -9, D2 ag -1.2, TrxR1 substrate 1%, Pin1 inh 8%, mIDH1 inhibitor 6% and USP1-UAF1 inh -15%.
`COC(=O)c1sc(S(=O)(=O)N2CCC(C(N)=O)CC2)c(C(=O)OC)c1C` gave TRHR agonist 0.7, D2 antagonist 12, rTrxR1 inhibitor 9%, TRHR PAM 9, D2 ag 0.6, TrxR1 substrate 1%, Pin1 inh -5%, mIDH1 inhibitor 1% and USP1-UAF1 inh -21%.
`c1ccc(COc2ncnc3c2ncn3CCCN2CCN(c3ccccn3)CC2)cc1` gave rTrxR1 inhibitor 9%, TrxR1 substrate -2%, Pin1 inh -5%, mIDH1 inhibitor 3%[38.3 µM] and USP1-UAF1 inh -24%.
For CCC(C)[C@H](NC(=O)NCc1ccco1)C(=O)OC (some centres undefined) the results were TRHR agonist 0.6, D2 antagonist 11, rTrxR1 inhibitor 13%[57.1 µM], TRHR PAM -3, D2 ag -1.4, TrxR1 substrate 4%[57.1 µM], Pin1 inh -11%, mIDH1 inhibitor 7% and USP1-UAF1 inh -11%.
CCOC(=O)N1CCN(/C=C(\C#N)c2nc3ccccc3s2)CC1 was read as TRHR agonist 4.7, D2 antagonist -3, rTrxR1 inhibitor -23%, TRHR PAM -10, D2 ag 1.6, TrxR1 substrate -19%, Pin1 inh inconclusive, mIDH1 inhibitor 7% and USP1-UAF1 inh -19%.
Screening Cc1ccc(CNC(=O)CCCC(=O)O)cc1 returned TRHR agonist 0.4, D2 antagonist -11, rTrxR1 inhibitor 14%, TRHR PAM -2, D2 ag 2.5, TrxR1 substrate 4%, Pin1 inh -2%, mIDH1 inhibitor 2% and USP1-UAF1 inh -10%.
For O=C(CSc1nnc(-c2c[nH]c3ccccc23)n1-c1ccc(F)cc1)NCc1ccco1 the results were TRHR agonist -0.4, D2 antagonist 0, rTrxR1 inhibitor -15%, TRHR PAM 1, D2 ag -0.1, TrxR1 substrate -6%, Pin1 inh 2%, mIDH1 inhibitor 3% and USP1-UAF1 inh -11%.
`O=C(CNC(=O)c1cccs1)NC1=NCCS1` gave TRHR agonist 0.3, rTrxR1 inhibitor 27%, TRHR PAM -3, TrxR1 substrate 2%, Pin1 inh -8%, mIDH1 inhibitor 3% and USP1-UAF1 inh -12%.
Screening Cn1nc(N2CCN(S(=O)(=O)c3ccccc3)CC2)c(=O)n(C)c1=O returned TRHR agonist -0.2, D2 antagonist -11, rTrxR1 inhibitor 6%, TRHR PAM 3, D2 ag 0.2, TrxR1 substrate 2%, Pin1 inh 3%, mIDH1 inhibitor -7% and USP1-UAF1 inh -10%.
Cc1ccc(CNS(=O)(=O)c2c(C)nc3sc(C)cn3c2=O)cc1 was read as TRHR agonist -1.4, rTrxR1 inhibitor 6%, TRHR PAM 3, D2 ag -0.6, TrxR1 substrate 7%, Pin1 inh 1%, mIDH1 inhibitor 15% and USP1-UAF1 inh inconclusive.
For Cc1cnc(C(=O)Nc2nnc(C)s2)cn1 the results were TRHR agonist 0.8, D2 antagonist 8, rTrxR1 inhibitor 16%[57.1 µM], TRHR PAM -1, D2 ag -0.8, TrxR1 substrate 0%[57.1 µM], Pin1 inh -10%, mIDH1 inhibitor 6% and USP1-UAF1 inh -9%.
Screening CC(=O)NC(=S)Nc1ccc(S(=O)(=O)Nc2nc(C)cc(C)n2)cc1 returned TRHR agonist 0.6, D2 antagonist -7, rTrxR1 inhibitor 4%[57.1 µM], TRHR PAM -3, D2 ag 1.1, TrxR1 substrate 2%[57.1 µM], Pin1 inh -2%, mIDH1 inhibitor 1% and USP1-UAF1 inh -3%.
